S1P3 antagonist: antagonists of human S1P3 receptor | CHO S1P3 NFAT-BLA reporter, FRET fluorescence, antagonist mode | Q99500 | inhibition, % at 4.98 µM | hit rate 0.27% among 170,000 | AID 485;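 active = inhibition above the plate cutoff, the mean inhibition of test wells on that plate plus 3 SD, cut at about 28% in these data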;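 note: cells challenged with S1P at its EC80 of 0.8 µM; blue over green emission ratio from cleaved BLA substrate after 4 h stimulation; 0% = S1P-stimulated wells and 100% = unstimulated DMSO-only wells; some compounds past the cut are filed as inactive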
PPARg SRC2 recr: PPARgamma-driven SRC-2 recruitment agonism. P37231. PPARgamma LBD-SRC-2 recruitment, biochemical. activation, % at 8 µM. hit rate 0.34% among 200,000. AID 1032; in the data active = activation above about 22%;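 note: 0% = vehicle and 100% = reference agonist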
ROMK mod: modulates human ROMK potassium channel activity; P48048; Tet-inducible ROMK, thallium flux fluorescence; actives lie on both sides; B-score at 10 µM; hit rate 2% among 130,000; AID 1918;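 active = signal ratio slope over the read window, or its plate-corrected B-score, at least 3 SD from the plate mean, either direction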;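 note: B-score of the F/F0 ratio slope over 7 to 12 s after thallium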
Lmaj promast: inhibitors of Leishmania major promastigote growth | Leishmania major promastigotes, resazurin fluorescence viability | inhibition, % at 10 µM | hit rate 9% among 200,000 | AID 1063; in the data active = inhibition above about 50%;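 note: promastigotes grown with compound for 44 hours at 28 °C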
TLR4-MyD88 BLA: TLR4-MyD88 interaction inhibition in cells | hit rate 0.18% among 200,000 | AID 861 | inhibition, % at 8.4 µM | HeLa CL3-4 TLR4/MyD88 BLA complementation, FRET ratio; in the data active = inhibition above about 25%;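 note: 0% = vehicle and 100% = reference inhibitor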
Target sequence (O00206 whole entry, looked up): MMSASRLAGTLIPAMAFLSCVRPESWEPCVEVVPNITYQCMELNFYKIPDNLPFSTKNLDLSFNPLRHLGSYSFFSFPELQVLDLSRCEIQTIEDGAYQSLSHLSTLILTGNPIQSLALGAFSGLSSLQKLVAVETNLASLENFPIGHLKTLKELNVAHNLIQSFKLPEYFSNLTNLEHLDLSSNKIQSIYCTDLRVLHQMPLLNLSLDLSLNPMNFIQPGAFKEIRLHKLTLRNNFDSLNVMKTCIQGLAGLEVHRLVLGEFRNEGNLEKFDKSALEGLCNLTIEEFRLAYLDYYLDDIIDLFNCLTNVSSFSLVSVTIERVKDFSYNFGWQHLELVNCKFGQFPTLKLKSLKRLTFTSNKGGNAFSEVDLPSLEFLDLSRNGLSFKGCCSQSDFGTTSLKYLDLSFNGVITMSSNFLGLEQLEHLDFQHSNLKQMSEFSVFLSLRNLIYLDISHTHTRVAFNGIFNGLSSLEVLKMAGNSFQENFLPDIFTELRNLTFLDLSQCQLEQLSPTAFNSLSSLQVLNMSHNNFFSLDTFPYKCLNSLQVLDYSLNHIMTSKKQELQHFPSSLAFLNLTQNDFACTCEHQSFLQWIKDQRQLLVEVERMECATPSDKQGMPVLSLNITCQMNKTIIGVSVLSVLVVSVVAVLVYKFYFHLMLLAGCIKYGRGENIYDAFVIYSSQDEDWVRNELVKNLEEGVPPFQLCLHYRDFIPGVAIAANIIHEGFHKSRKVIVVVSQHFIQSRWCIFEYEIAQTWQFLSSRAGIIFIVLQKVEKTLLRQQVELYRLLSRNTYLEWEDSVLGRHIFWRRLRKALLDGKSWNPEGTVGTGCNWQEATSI
Target sequence (Q99836 whole entry, looked up): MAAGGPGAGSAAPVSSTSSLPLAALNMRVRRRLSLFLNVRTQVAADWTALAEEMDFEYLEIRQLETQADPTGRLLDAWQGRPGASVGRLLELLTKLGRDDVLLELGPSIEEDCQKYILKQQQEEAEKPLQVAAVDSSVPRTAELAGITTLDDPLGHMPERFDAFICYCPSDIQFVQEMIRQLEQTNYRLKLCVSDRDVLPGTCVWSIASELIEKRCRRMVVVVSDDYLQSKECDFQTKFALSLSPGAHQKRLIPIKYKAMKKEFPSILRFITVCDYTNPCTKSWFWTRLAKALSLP
bIAP inh: blocks bovine intestinal alkaline phosphatase activity; 190,000 tested, under 10 active; purified bovine IAP, CDP-star luminescence, 30 min; inhibition, % at 20 µM; AID 1019;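 active = over 50% inhibition of intestinal alkaline phosphatase at 20 µM in the single-dose screen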
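Assay system – bovine IAP enzyme · Quantity – bovine IAP at 1/65,000,000 final dilution · Detection – CDP-star luminescence signal · Times – 30 min reaction at room temperature · Also added – CDP-star substrate at 30 µM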
PPARg SRC3 recr: promotes SRC-3 coactivator recruitment by human PPARgamma. P37231. biochemical PPARgamma/SRC-3 coactivator recruitment assay. activation, % at 8 µM. hit rate 0.26% among 200,000. AID 731; in the data active = activation above about 23%;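 note: 0% = DMSO and 100% = reference agonist; some compounds past the cut are filed as inactive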
Redox H2O2 prof: compounds producing H2O2 with reducing agent – biochemical, NIH compound library profiling, artefact control for MLSCN library redox annotation, primary screen; hit rate 0.03% among 200,000; activation, % at 10 µM; DTT-dependent redox cycling H2O2, phenol red/HRP absorbance; 100% = 100 µM peroxide control, 0% = buffer;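 active = activation of at least 50% relative to the plate's high and low controls in the primary single-dose screen; inactive = activation below 50%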;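 note: compound incubated with DTT at 0.8 mM final as the reducing agent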
PPARg SRC1 recr: PPARgamma-driven SRC-1 recruitment agonism. PPARgamma-SRC-1 coactivator recruitment biochemical assay. activation, % at 8 µM. hit rate 0.41% among 200,000; in the data active = activation above about 19%;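 note: 0% = DMSO and 100% = reference agonist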
bIAP act: increases bovine intestinal alkaline phosphatase activity | hit rate 0.17% among 200,000 | activation factor at 20 µM | purified bovine IAP, CDP-star luminescence, 30 min; hits give high values; fold of DMSO-control signal, blank-subtracted;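 active = activation factor of 2 or more at 20 µM, a signal rise over negative controls twice the positive control's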
TR-FRET SRC-2 ct: TR-FRET artefact, counter-screen to PPARgamma/SRC-2 agonist assay. hit rate 0.4% among 200,000. hits give high values. TR-FRET ratio at 8 µM. AID 1049; in the data active = TR-FRET ratio above about 2000; note: inactives centre near 1500; reference of the scale not given here
Starred values were filed as active, the others as inactive; . = no result given.

SMILES | S1P3 antagonist | PPARg SRC2 recr | ROMK mod | Lmaj promast | TLR4-MyD88 BLA | bIAP inh | PPARg SRC3 recr | Redox H2O2 prof | PPARg SRC1 recr | bIAP act | TR-FRET SRC-2 ct
CC1(C)NC(=O)N(CC(O)CN2C(=O)CCC2=O)C1=O (stereo not drawn) | -21.6 | -3.4 | . | -0.8 | -13.5 | 10.4 | -7.8 | 1.6 | -1.6 | 0.9 | 1544
Cc1ccc(-n2c(Cn3ncc4ccccc4c3=O)n[nH]c2=S)cc1 | -29.5 | 3.8 | -1.24 | 2.6 | 5.4 | 17.0 | 7.5 | -1.0 | 6.3 | 0.8 | 1783
Cc1ccc(CSCC(=O)N2CCN(c3ccccc3)CC2)cc1 | -7.1 | -1.0 | . | -3.6 | -4.9 | 10.2 | 1.0 | 0.4 | 2.6 | 0.9 | 1526
COCCCn1c(SCC(=O)NC2CCCC2)nnc1-c1ccco1 | -16.1 | -10.8 | . | -4.0 | -1.4 | -5.9 | -3.5 | 2.2 | 9.3 | 1.1 | 1694
Cc1ccc(C)c(NC(=O)CC(NCCCN2CCOCC2)C(=O)O)c1 (stereo not drawn) | -27.1 | -4.7 | . | -4.2 | 1.0 | . | -3.4 | 3.5 | -1.3 | . | 1404
O=C(c1cccc(-n2cnnn2)c1)N1CC=C(c2ccccc2)CC1 | 11.0 | -1.3 | -1.26 | -4.4 | 23.8 | -6.8 | 0.3 | 0.2 | -2.1 | 1.1 | 1490
COC(=O)c1ccccc1Nc1ccccc1 | -5.0 | 5.5 | . | -7.7 | 1.0 | 2.1 | 9.2 | 1.6 | -0.7 | 1 | 1555
NC(=O)C(c1ccccc1)c1ncc(C(F)(F)F)cc1Cl (stereo not drawn) | . | -1.8 | . | -1.0 | 7.1 | -0.4 | 6.2 | -0.6 | 1.9 | 1 | 1581
Cc1nc2ccccc2cc1C(=O)NCc1ccc(F)cc1 | -7.8 | 3.0 | 0.704 | -3.9 | -4.4 | -2.6 | 0.9 | -2.0 | 4.8 | 1 | 1747
COc1ccc(CCNC(=O)COc2ccc(S(=O)(=O)NC3CCCCC3)cc2Cl)cc1 | . | 7.2 | . | 75.2* | 0.4 | -6.1 | 5.0 | -8.0 | -0.8 | 1.1 | 1522
O=C(COC(=O)c1cc[n+]([O-])cc1)Nc1ccc([N+](=O)[O-])cc1Cl | 5.2 | 4.4 | 0.171 | 0.0 | 4.7 | 7.0 | -0.2 | -0.6 | 3.6 | 0.9 | 1659
COC(=O)C1=C(C)N=C2SCCC(=O)N2C1c1cc(Br)ccc1OC (stereo not drawn) | 10.7 | 11.1 | . | 16.7 | -6.1 | 2.5 | 12.1 | -3.6 | 6.0 | 1 | 1634
Cn1c(C(=O)NCc2ccccc2)cc2oc3ccccc3c21 | . | 4.0 | -0.263 | -6.1 | -7.6 | 32.6 | -0.1 | 0.0 | 4.2 | 0.7 | 1614
Cc1ccccc1-c1nc(CN2CCC(C(=O)NCCCN3CC(C)CC(C)C3)CC2)c(C)o1 (stereo not drawn) | 5.7 | 3.0 | . | 76.2* | 11.9 | -50.6 | 6.0 | 1.6 | -1.9 | 1.5 | 1706
O=C(CN1C(=O)NC(Cc2ccccc2)(Cc2ccccc2)C1=O)NCC1CCCCC1 | . | -0.6 | -4.09* | 36.3 | 6.8 | -2.0 | -8.0 | 0.2 | 3.3 | 1 | 1446
COc1ccc(C2(CNC(=O)c3cc([N+](=O)[O-])cc([N+](=O)[O-])c3)CCCC2)cc1OC | 7.6 | -3.1 | 0.328 | 99.6* | -10.4 | 22.4 | -4.4 | 0.0 | 6.1 | 0.8 | 1417
Cc1ccc(-c2noc(CCC(=O)Nc3ccccc3C)n2)cc1 | -9.2 | -11.9 | 0.204 | -0.1 | -4.8 | 18.5 | -5.7 | 2.0 | -0.9 | 0.8 | 1455
c1ccc(COc2ccccc2CNc2nn[nH]n2)cc1 | -3.5 | -2.2 | . | -0.4 | -2.8 | -12.4 | -2.6 | 0.4 | -2.0 | 1.1 | 1442
COc1ccc(-c2c(C)nn3c(N)c(C#N)cnc23)cc1OC | 4.5 | 4.4 | 0.0788 | -1.5 | 5.1 | -8.2 | 5.9 | 3.1 | 1.2 | 1.1 | 1521
CCC(=O)N1CCc2cc(S(=O)(=O)NC(Cc3ccccc3)C(=O)NC3CCCCC3C)ccc21 (stereo not drawn) | . | 5.0 | -0.992 | -0.4 | -3.5 | -66.8 | -9.9 | 0.7 | -3.9 | 1.7 | 1411
CCOC(=O)C1(C)NC(c2ccco2)C2C(=O)N(C)C(=O)C21 (stereo not drawn) | 6.5 | 3.8 | 0.75 | -2.6 | 0.2 | 2.8 | -1.5 | -0.3 | 1.7 | 1 | 1556
O=C(Cn1c(=O)n(-c2ccc(F)cc2)c(=O)c2sccc21)c1ccccc1 | -12.5 | -2.1 | -0.704 | -7.0 | 5.5 | -11.0 | 1.5 | -0.1 | 0.8 | 1.1 | 1591
Cc1ccc(NC(=O)OCCNC(=O)c2ccncc2)cc1 | -8.7 | 8.6 | -0.0953 | 0.6 | -24.1 | 3.0 | 3.8 | -0.9 | 8.7 | 1 | 1662
CCN(CC)S(=O)(=O)c1ccc(N2CCN(S(=O)(=O)c3ccccc3C#N)CC2)nc1 | . | 8.2 | -0.582 | 35.5 | -9.6 | 9.1 | -1.6 | 0.0 | 6.7 | 0.9 | 1531
Cc1cc(C)n(S(=O)(=O)Cc2ccccc2)n1 | . | -5.2 | 0.105 | -3.8 | 10.7 | 6.6 | -6.5 | -0.4 | -1.2 | 0.9 | 1774

Part of the list above, showing only bIAP inh and ROMK mod:
Molecule	bIAP inh	ROMK mod
Cc1ccc(NC(=O)OCCNC(=O)c2ccncc2)cc1	3.0	-0.0953
CCN(CC)S(=O)(=O)c1ccc(N2CCN(S(=O)(=O)c3ccccc3C#N)CC2)nc1	9.1	-0.582

(further entries)
SMILES | S1P3 antagonist | PPARg SRC2 recr | ROMK mod | Lmaj promast | TLR4-MyD88 BLA | bIAP inh | PPARg SRC3 recr | Redox H2O2 prof | PPARg SRC1 recr | bIAP act | TR-FRET SRC-2 ct
CCOc1cc(C(=O)OCC(=O)Nc2ccc(Cl)cn2)ccc1OCC(=O)N1CCOCC1 | -2.5 | 4.2 | -0.0346 | 0.4 | -4.8 | -3.6 | 0.3 | -0.2 | -8.0 | 1 | 1541
Cc1cnc(C(=O)N2CCCC(C(=O)c3ccc(C(C)(C)C)cc3)C2)cn1 (stereo not drawn) | 9.8 | 0.9 | 0.202 | 3.4 | -7.9 | -26.5 | 2.8 | -0.7 | 4.4 | 1.3 | 1402
Cc1cc(NC(=O)c2cc(-c3ccc(Br)cc3)on2)no1 | 6.4 | 2.5 | . | 1.6 | 1.6 | 18.0 | 4.8 | 0.1 | 9.4 | 0.8 | 1665
COCCNC(=O)Nc1ccc2nc(C)sc2c1 | . | 3.3 | 0.506 | -2.4 | -14.9 | -9.6 | -9.8 | 1.2 | -1.9 | 1.1 | 1413
COC(=O)c1ccc2ccn(CC(=O)NC(C)C)c2c1 | -3.8 | 10.5 | . | -4.5 | -4.5 | 4.5 | -1.2 | -0.8 | 4.1 | 1 | 1518
CC/C(=N\OC(=O)c1ccc(OC(C)C)cc1)c1ccc(C)cc1 | . | 13.4 | -0.013 | -3.7 | 0.0 | 17.1 | -4.1 | 0.0 | 1.1 | 0.8 | 1633
N/C(=N\c1nc2ccccc2o1)NC(=O)c1ccccc1F | . | 4.0 | . | -4.3 | -2.0 | 2.0 | -4.0 | 0.4 | 2.9 | 1 | 1575
Cc1onc(-c2ccccc2Cl)c1C(N)=O | -10.6 | 2.2 | . | -2.2 | -13.2 | 13.8 | -3.4 | -0.1 | -13.1 | 0.9 | 1457
Cn1ncc([N+](=O)[O-])c1C(=O)Nc1nc2ccccc2n1CCN1CCCCC1 | . | 6.1 | . | 8.1 | -4.0 | -8.0 | 8.7 | 1.2 | 10.3 | 1.1 | 1693
CC1(C)CC(=O)C=C(Nc2ccc(OCC(F)(F)C(F)F)cc2)C1 | 5.0 | 4.5 | . | -5.1 | -3.4 | 4.4 | -3.0 | -0.8 | 2.9 | 1 | 1505
CCC1CCCCN1C(=O)COC(=O)c1cc2ccccc2cc1O (stereo not drawn) | 16.8 | 3.2 | -2.06 | 2.5 | 19.8 | -27.9 | 6.8 | -1.8 | 2.7 | 1.3 | 1694
C=CCn1c(SCc2c(Cl)cccc2Cl)nnc1-c1cccnc1 | . | 2.1 | -0.204 | 11.9 | 2.3 | 19.1 | 5.4 | 0.1 | 2.3 | 0.8 | 1681
CC(C)Cn1c(C(C)NC(=O)Cc2ccccc2)nc2ccccc21 (stereo not drawn) | . | 6.3 | . | -5.6 | -10.5 | 9.7 | 13.0 | 0.1 | -2.4 | 0.9 | 1579
NC1=NS(=O)(=O)NC1c1ccc(Cl)cc1 (stereo not drawn) | . | -0.3 | . | -11.3 | 15.1 | 4.6 | 0.6 | 2.2 | 1.5 | 1 | 1555
Cc1ccc(-n2nc(C)cc2NC(=O)c2ccc(C)s2)cc1 | . | 12.8 | 0.805 | 38.8 | 0.0 | 0.3 | 9.7 | 0.1 | -2.0 | 1 | 1512
CCOc1ccccc1C(=O)N[C@H](C(=O)NCc1ccccc1)C(C)C | -5.2 | 3.9 | -0.404 | 0.0 | -9.3 | -2.0 | 4.2 | 0.8 | -2.7 | 1 | 1577
CCOc1cc2[nH]c(=S)n(CCN3CCCCC3C)c(=O)c2cc1OCC (stereo not drawn) | . | 1.1 | . | 0.9 | -5.7 | -11.6 | 0.8 | 0.3 | 4.7 | 1.1 | 1575
COc1ccc(OC)c(/C=C/C(=O)N2CCCc3ccccc32)c1 | 2.7 | 1.5 | -0.228 | 23.1 | -6.4 | 12.2 | 0.1 | -0.2 | 3.1 | 0.9 | 1636
CCOC(=O)C1=C(O)C(=O)NC(c2ccccc2)=C(OCC)C1 | -16.1 | 8.8 | 0.118 | -7.1 | 6.7 | 18.1 | -1.7 | -0.1 | -0.5 | 0.8 | 1495
CC(=O)Nc1ccc(NC(=O)c2nc(-c3ccccc3)oc2C)cc1 | -19.7 | -3.9 | 0.937 | -1.6 | -1.4 | -29.0 | 4.0 | -0.3 | 0.6 | 1.3 | 1371
C/C(=N\OC(=O)c1ccc(F)cc1)c1sc(-c2ccccc2)nc1C | . | -1.7 | . | -4.2 | -6.5 | 1.3 | 0.1 | 17.2 | 1.3 | 1 | 1437
CCN(CC)C(C(=O)NC1CCCCC1)c1ccc(C)cc1 (stereo not drawn) | -15.9 | -7.0 | . | 13.3 | -4.5 | -3.7 | -4.0 | -1.1 | -1.6 | 1 | 1455
COC(=O)c1ccc(Nc2nc(C)cc(C)n2)cc1 | . | 3.7 | . | 2.7 | -3.8 | 1.9 | -3.2 | 2.3 | -6.2 | 1 | 1344
Cc1cccc(-c2nnc3sc(-c4ccccc4C)nn23)c1 | 10.5 | 4.8 | 0.365 | 39.1 | 7.1 | 2.2 | -5.2 | -0.6 | 1.9 | 1 | 1703
CC1Nc2nc(N(C)C)[nH]c(=O)c2NC1C (stereo not drawn) | 2.3 | -4.3 | -0.579 | -3.0 | 2.5 | 12.3 | -3.2 | -0.2 | -9.0 | 0.9 | 1333

An unsorted share of the library (roughly 11% active in at least one column).
